# TDP2 inh = human TDP2 enzyme inhibitors, primary screen, biochemical, epi absorbance, recombinant enzyme. inhibition, % at 12.8 µM. AID 720702, 2013. T5PNP hydrolysis, p-nitrophenol absorbance 415 nm. actives 0.34% (n = 370,000). Tyrosyl-DNA phosphodiesterase 2 (Homo sapiens), O95551;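 active = inhibition above the mean of all tested compounds plus 3 SD, set per campaign, cut at about 25% in these data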;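 note: 0% = DMSO with enzyme and 100% = buffer with substrate but no TDP2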
# Target sequence (O95551 whole entry, looked up): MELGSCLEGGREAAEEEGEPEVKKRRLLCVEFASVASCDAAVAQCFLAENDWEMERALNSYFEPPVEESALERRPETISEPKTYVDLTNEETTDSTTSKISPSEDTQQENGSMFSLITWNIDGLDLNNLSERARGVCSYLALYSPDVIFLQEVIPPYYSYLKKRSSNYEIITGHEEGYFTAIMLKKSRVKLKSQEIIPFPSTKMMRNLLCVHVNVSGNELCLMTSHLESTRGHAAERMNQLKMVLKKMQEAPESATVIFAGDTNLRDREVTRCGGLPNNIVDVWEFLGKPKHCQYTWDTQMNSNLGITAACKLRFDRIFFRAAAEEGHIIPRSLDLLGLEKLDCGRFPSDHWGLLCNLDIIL
#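 Assay system: Recombinant human TDP2 | Quantity: 120 nM TDP2 per well | Incubation: 2 h at 37 °C | Signal: Epi absorbance | Evaluation: Percent inhibition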
# TCR-CD3 inh = inhibitors of human TCR-CD3 interaction, primary screen, biochemical, fluorescence, TAMRA-labeled TCR probe; T-cell receptor (TCR); inhibition, % at 9.4 µM; actives 0.37% (n = 360,000); in the data active = inhibition above about 19%;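 note: recombinant mutant TCR 2C K166C tagged with TAMRA read by polarization; 0% = receptor in buffer alone and 100% = receptor with positive control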
# PG9 Ab binder = binders of HIV-1 gp120 antibody PG9, primary screen, biochemical, TR-FRET | actives 0.43% (n = 360,000) | inhibition, % at 6.7 µM | HIV-1 gp120 / PG9 antibody interaction | TR-FRET gp120-PG9 antibody binding | AID 624416, 2012; in the data active = inhibition above about 8.5%
# HTRA1 inh = HTRA1 serine protease inhibitors, primary screen, biochemical, fluorescence polarization, HTS; AID 504803, 2011; inhibition, % at 5.96 µM; recombinant HTRA1, FP-rhodamine activity-based probe; actives 0.5% (n = 340,000); in the data active = inhibition above about 36%;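 note: 0% = enzyme with DMSO and 100% = wells lacking enzyme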
# rCAG RNA binder = binders of r(CAG) RNA repeats, primary screen, biochemical, fluorescence | actives 1.3% (n = 370,000) | AID 651821, 2012 | inhibition, % at 3 µM | r(CAG) RNA repeat, TO-PRO-1 dye displacement fluorescence;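 active = inhibition above the plate cutoff, the mean of all test compounds on that plate plus 3 SD, cut at about 35% in these data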;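 note: 0% = DMSO alone and 100% = 100 µM mitoxantrone as full dye displacement; higher means more dye released from RNA so lower well fluorescence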
# PRMT1 inh = PRMT1 methyltransferase inhibitors, primary screen, biochemical, fluorescence polarization | Protein arginine N-methyltransferase 1 (Homo sapiens), Q99873 | recombinant PRMT1, activity-based probe fluorescence polarization | inhibition, % at 2.79 µM | actives 1.3% (n = 370,000) | AID 652257, 2013;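 active = inhibition above about 21% made by adding two undisclosed values, limit read from the data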
# SIAE primary = human SIAE inhibitors, primary screen, biochemical, fluorescence polarization, FP-Rh probe, 1536-well HTS; actives 0.69% (n = 370,000); SIAE FP-Rh probe binding; Sialate O-acetylesterase (Homo sapiens), Q9HAT2; inhibition, % at 9.66 µM;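 active = inhibition above a cutoff: mean of compounds within the control limits plus 3 SD of those, cut at about 17% in these data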;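 note: 0% = plate median of compound wells and 100% = probe without SIAE protein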
# Rev-erbA mod = modulators of Rev-erb alpha DNA binding, primary screen, biochemical, FITC-DNA, fluorescence polarization, uHTS | actives 0.79% (n = 370,000) | Rev-erbα–FITC-DNA binding, 90 min | activity, % at 10 µM | Nuclear receptor subfamily 1 group D member 1 (Homo sapiens), P20393;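 active = activity above about 14%, limit read from the data; passing the limit was not always enough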;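 note: 0% = DMSO wells with 35 nM protein and 100% = DMSO wells with 750 nM protein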
# Target sequence (P20393 whole entry, looked up): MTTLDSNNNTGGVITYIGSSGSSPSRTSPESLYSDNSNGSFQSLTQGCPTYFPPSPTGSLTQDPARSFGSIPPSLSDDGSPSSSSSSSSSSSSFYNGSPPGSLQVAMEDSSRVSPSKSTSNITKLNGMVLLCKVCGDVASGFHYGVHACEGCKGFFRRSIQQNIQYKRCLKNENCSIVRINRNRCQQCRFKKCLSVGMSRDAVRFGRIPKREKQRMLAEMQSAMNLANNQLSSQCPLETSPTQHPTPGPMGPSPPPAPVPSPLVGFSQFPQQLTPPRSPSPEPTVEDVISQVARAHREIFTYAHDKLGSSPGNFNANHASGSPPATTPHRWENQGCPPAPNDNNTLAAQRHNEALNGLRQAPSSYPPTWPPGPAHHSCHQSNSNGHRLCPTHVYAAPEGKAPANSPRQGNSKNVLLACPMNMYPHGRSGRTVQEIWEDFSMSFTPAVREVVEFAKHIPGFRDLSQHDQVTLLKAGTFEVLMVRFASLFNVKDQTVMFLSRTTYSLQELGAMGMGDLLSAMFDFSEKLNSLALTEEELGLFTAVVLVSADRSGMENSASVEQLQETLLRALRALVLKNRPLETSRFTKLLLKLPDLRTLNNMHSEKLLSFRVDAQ
# mABHD4 FP = ABHD4 inhibitors, primary screen, biochemical, fluorescence polarization, mouse | purified mABHD4, FP-Rh probe fluorescence polarization | inhibition, % at 8.92 µM | actives 0.54% (n = 370,000);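 active = inhibition exceeding the mean over every tested compound plus 3 SD, cut at about 30% in these data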;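 note: 0% = plate median of compound wells and 100% = S159A mutant with DMSO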
#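 assay system = mABHD4 protein | compound dosing = single nominal dose of 8.92 µM, 0.89% DMSO final | read-out basis = percent inhibition of probe binding, normalized to plate controls | schedule = Enzyme–compound pre-incubation 45 min, then probe 60 min, both 25 °C | detection = fluorescence polarization, excitation 525 nm, emission 598 nm, BODIPY TMR filters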
# LEDGF integ inh = blockers of LEDGF/p75-dependent integrase strand transfer – biochemical, TR-FRET, high throughput, primary screen; TR-FRET IN-LEDGF/p75 DNA integration, Eu/Cy5; AID 743269, 2014; inhibition, % at 3.7 µM; actives 0.64% (n = 370,000); HIV-1 integrase (with human LEDGF/p75);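 active = inhibition above the screen-wide mean plus 3 SD, cut at about 13% in these data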;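 note: signal is the Cy5 over europium emission ratio at 671 and 618 nm; 0% = plate median of compound wells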
# * marks the source's active call; other numbers are inactive results; nt = no result given.
1. O=C(COc1coc(CN2CCc3ccccc3C2)cc1=O)Nc1cccc(Cl)c1
2. Cc1ccc(SCC(=O)NCc2cccnc2)cc1
3. CCC1=NN2C(=N)/C(=C\c3cccn3-c3ccc(C)c(C)c3)C(=O)N=C2S1
4. O=C(NCc1ccccc1)N1CCNCC1
5. COc1ccc(NC(=O)CSc2nc(NS(=O)(=O)c3ccccc3)cc(=O)[nH]2)cc1
6. Fc1ccccc1/C=C1\CCCC2=C1NC(=S)NC2c1ccccc1F (configuration not stated)
7. COc1ccc(S(=O)(=O)NCCSCc2cccc(C)c2)cc1Br
8. O=C(c1cnn2c(C(F)F)cc(C3CC3)nc12)N1CCc2ccccc2C1
screen / no.,1,2,3,4,5,6,7,8
TDP2 inh,0,-7,-6,-14,7,7,-9,-20
TCR-CD3 inh,-6,3,-2,-8,8,4,5,-3
PG9 Ab binder,-1.0,-0.6,1.0,-1.5,0.6,1.4,0.0,0.9
HTRA1 inh,-12,1,-10,-4,-10,-34,-55,-11
rCAG RNA binder,-8,-2,14,-4,8,6,4,0
PRMT1 inh,-3,5,-4,9,0,38*,1,3
SIAE primary,-11,3,-14,-7,-34,4,-12,-6
Rev-erbA mod,-3,6,-5,0,1,-3,2,-1
mABHD4 FP,-2,-4,-18,-4,-4,-9,-30,-11
LEDGF integ inh,1,-4,8,-3,3,-1,-1,-1

# Eight entries out of the list, arranged by SMILES length, rising:
4. O=C(NCc1ccccc1)N1CCNCC1
2. Cc1ccc(SCC(=O)NCc2cccnc2)cc1
7. COc1ccc(S(=O)(=O)NCCSCc2cccc(C)c2)cc1Br
6. Fc1ccccc1/C=C1\CCCC2=C1NC(=S)NC2c1ccccc1F (configuration not stated)
8. O=C(c1cnn2c(C(F)F)cc(C3CC3)nc12)N1CCc2ccccc2C1
1. O=C(COc1coc(CN2CCc3ccccc3C2)cc1=O)Nc1cccc(Cl)c1
3. CCC1=NN2C(=N)/C(=C\c3cccn3-c3ccc(C)c(C)c3)C(=O)N=C2S1
5. COc1ccc(NC(=O)CSc2nc(NS(=O)(=O)c3ccccc3)cc(=O)[nH]2)cc1
screen / no.,4,2,7,6,8,1,3,5
TDP2 inh,-14,-7,-9,7,-20,0,-6,7
TCR-CD3 inh,-8,3,5,4,-3,-6,-2,8
PG9 Ab binder,-1.5,-0.6,0.0,1.4,0.9,-1.0,1.0,0.6
HTRA1 inh,-4,1,-55,-34,-11,-12,-10,-10
rCAG RNA binder,-4,-2,4,6,0,-8,14,8
PRMT1 inh,9,5,1,38*,3,-3,-4,0
SIAE primary,-7,3,-12,4,-6,-11,-14,-34
Rev-erbA mod,0,6,2,-3,-1,-3,-5,1
mABHD4 FP,-4,-4,-30,-9,-11,-2,-18,-4
LEDGF integ inh,-3,-4,-1,-1,-1,1,8,3

# Additional structures
9. Cc1cc(-c2n[nH]c(=S)n2/N=C/c2ccccc2[N+](=O)[O-])n[nH]1
10. O=c1ccc(C(F)(F)F)cn1Cc1cc(=O)n2ccsc2n1
11. O=C(CCc1ccc(S(=O)(=O)N2CCOCC2)cc1)OCc1nc2ccccc2s1
12. CCCCNC(=O)c1nc(C2CCN(S(=O)(=O)c3ccc(C(F)(F)F)cc3)CC2)oc1-c1ccccc1
13. COc1ccc(OCC(=O)N2CCN(S(=O)(=O)c3ccc4c(c3)OCCO4)CC2)cc1
14. CCOc1ccc(N2C(=O)C3C(C2=O)C3(c2ccccc2)c2ccccc2)cc1 (configuration not stated)
15. S=C(Nc1ccccc1)Nc1cccc(Cl)c1Cl
16. CN1CCN(c2ccc(Cl)cc2NC(=O)C2COc3ccccc3O2)CC1 (configuration not stated)
screen / no.,9,10,11,12,13,14,15,16
TDP2 inh,-14,-5,-5,-8,3,-7,1,-5
TCR-CD3 inh,-10,-1,-5,3,-13,3,4,3
PG9 Ab binder,-0.6,0.4,0.3,1.4,0.7,-1.6,-1.3,-0.8
HTRA1 inh,1,-5,-1,nt,5,-17,0,-13
rCAG RNA binder,2,1,0,2,3,-2,-2,-8
PRMT1 inh,1,4,6,-1,0,-1,-4,-4
SIAE primary,2,-6,-6,-8,2,-3,12,1
Rev-erbA mod,-3,-2,-3,2,2,-3,3,-7
mABHD4 FP,-1,13,-12,2,3,6,-4,1
LEDGF integ inh,-1,-8,0,3,-2,-1,6,1

17. Cc1nnc(SCC(=O)NCc2ccc3c(c2)OCO3)s1
18. O=C(CN1CCN(c2ccc(Cl)cc2)CC1)c1ccc2c(c1)OCO2
19. Cc1[nH]c2ccccc2c1CC#N
20. NC(=NCc1ccccc1)NN=Cc1ccnc2ccccc12
21. COc1ccc(OC)c(NC(=O)CSc2nnc(-c3ccncc3)s2)c1
22. CCC(C)c1ccc(OCCN2CCCC2)cc1 (configuration not stated)
23. O=C1COc2ccc(C(=O)C[n+]3cccc(O)c3)cc2N1
24. COc1ccccc1OCCSc1ncnc2nc[nH]c12
screen / no.,17,18,19,20,21,22,23,24
TDP2 inh,-4,0,-6,0,-1,6,-12,6
TCR-CD3 inh,1,-7,3,-5,-4,2,-2,2
PG9 Ab binder,-0.4,-1.7,-0.9,5.4,-1.8,-1.6,1.0,1.1
HTRA1 inh,-4,0,2,nt,-3,-3,-1,-3
rCAG RNA binder,0,-2,5,8,-4,5,5,1
PRMT1 inh,1,2,-4,-2,-1,0,-1,-1
SIAE primary,-3,0,-5,6,-4,-6,3,0
Rev-erbA mod,-1,-3,-10,-2,3,-4,-4,-1
mABHD4 FP,-2,8,-8,-9,1,0,7,2
LEDGF integ inh,-1,-1,8,3,-7,1,1,0

25. CCC(C)(C)n1nnnc1C(c1ccncc1)N1CCC(C)CC1 (configuration not stated)
26. COC(=O)COc1cccc(NC(=O)c2ccccc2)c1
27. CN1CCN(S(=O)(=O)c2cccc(C(=O)Nc3cccc([N+](=O)[O-])c3)c2)CC1
28. Cc1ccc(Nc2nc(-c3cccnc3)nc3ccccc23)cc1
29. C[C@H](CO)N1C[C@H](C)[C@H](CN(C)S(=O)(=O)c2ccc(Cl)cc2)OCc2ccccc2-c2c(n(C)c3ccccc23)C1=O
30. Cc1ccc(S(=O)(=O)N(C)C)cc1NC(=O)COC(=O)/C=C/c1cccs1
31. COc1ccccc1S(=O)(=O)NCc1ccc(C(=O)NC2CCC(O)CC2)cc1 (configuration not stated)
32. CCC(c1c(C)n(C)n(-c2ccccc2)c1=O)c1c(C)n(C)n(-c2ccccc2)c1=O
screen / no.,25,26,27,28,29,30,31,32
TDP2 inh,10,-14,1,-3,5,-2,3,-8
TCR-CD3 inh,4,8,-2,2,0,4,-3,4
PG9 Ab binder,0.0,0.6,0.6,-0.2,1.0,0.8,0.2,-4.6
HTRA1 inh,4,2,-1,-91,-63,3,-1,0
rCAG RNA binder,-7,-4,5,4,11,-7,2,-3
PRMT1 inh,-1,-1,0,1,-3,1,-6,-3
SIAE primary,6,0,-8,-10,-6,-2,0,2
Rev-erbA mod,3,-4,1,3,4,-1,8,0
mABHD4 FP,1,0,3,-11,-7,0,3,1
LEDGF integ inh,1,-2,-4,0,-1,3,2,-2

33. O=C(O)c1cc2nc(-c3ccc(F)cc3)cc(C(F)(F)F)n2n1
34. Cc1[nH][nH]c(=O)c1C(c1ccc(-c2ccc(C(=O)O)cc2)o1)c1c(C)[nH][nH]c1=O
35. CCOc1cc(S(=O)(=O)N2CCCC2)c(C)cc1C
36. CCOC(=O)C1=NNC(C(=O)c2ccc(C)cc2)C1c1ccc(OC)cc1 (configuration not stated)
37. CCN(CC(=O)NCc1ccc(F)cc1)CC(=O)NC1CCCC1
38. COc1ccc(/C=N/N2C(=O)CSC2=S)cc1Br
39. Cc1cccc(NC(=S)N(Cc2cccs2)Cc2cc3cc(C)ccc3[nH]c2=O)c1
40. COC(=O)[C@]12C[C@H](CC(=O)NCCC(C)C)C(=O)N(CCc3ccc(OC)c(OC)c3)C1=C[C@H](COCc1ccccc1)O[C@@H]2C
screen / no.,33,34,35,36,37,38,39,40
TDP2 inh,14,60*,-6,7,0,3,6,-3
TCR-CD3 inh,-2,0,2,-1,-2,-11,10,nt
PG9 Ab binder,0.3,-2.6,0.7,1.3,0.2,-0.5,-2.2,nt
HTRA1 inh,2,5,-6,-29,-4,-7,3,nt
rCAG RNA binder,3,3,-3,-4,0,15,4,1
PRMT1 inh,-3,18,4,-3,-1,5,-2,-3
SIAE primary,1,12,-3,-9,-1,-10,3,-3
Rev-erbA mod,3,-3,5,-1,-3,-26,-3,-7
mABHD4 FP,-12,3,1,-5,4,-10,3,-1
LEDGF integ inh,2,5,-8,1,-3,0,-1,2

41. CC(=O)OCC(=O)C1CCC2C3CCC4=CC(=O)C=CC4(C)C3CCC12C (configuration not stated)
42. COc1cc(C(O)CO)ccc1O (configuration not stated)
43. COc1ccc(NC2CCCN(C(=O)c3ccc(C(C)=O)s3)C2)cc1 (configuration not stated)
44. O=S1(=O)c2ccc(Br)cc2OC[C@H](Cc2ccccc2)N1Cc1cn(Cc2ccc(Cl)cc2)nn1
45. O=C(CN1CCN(c2ccccc2O)CC1)NC(=O)NCc1ccco1
46. CC1=C(C(=O)N(C)C)CC(CC(=O)NCc2cccs2)C(=O)N1Cc1ccc(F)cc1 (configuration not stated)
47. C=CCSc1nc2sc(C)c(C)c2c(=O)n1N
48. CCCSc1nnc(-c2c[nH]c3ccccc23)n1C
49. O=C(NN1C(=O)C2C3C=CC(C4CC34)C2C1=O)c1ccc(Cl)cc1Cl (configuration not stated)
50. C=C(C)/C=C1/C(Cc2ccccc2)N(CC2CC2)C(=N)N1C(=O)OCc1ccccc1 (configuration not stated)
51. Cc1cc(=O)[nH]c(SCC(=O)c2ccc(C(C)C)cc2)n1
screen / no.,41,42,43,44,45,46,47,48,49,50,51
TDP2 inh,-20,6,3,8,6,10,-8,9,5,-6,-7
TCR-CD3 inh,5,-9,-2,nt,-2,10,-3,-5,4,nt,8
PG9 Ab binder,-1.0,-1.5,-3.9,nt,0.9,-1.7,-1.1,1.2,-1.1,nt,-1.4
HTRA1 inh,11,3,-4,nt,-2,nt,0,0,4,nt,-5
rCAG RNA binder,0,-2,-1,5,4,0,1,-1,1,1,7
PRMT1 inh,-1,1,-1,-2,-3,-2,0,6,-3,-4,3
SIAE primary,-9,4,-6,-1,15,4,-3,3,1,4,0
Rev-erbA mod,1,0,-2,-2,1,-4,4,-4,0,5,0
mABHD4 FP,-13,-7,4,-5,11,-1,-9,8,8,6,-3
LEDGF integ inh,7,2,0,0,-2,-1,3,-3,-2,0,-3

# This is a subset; rates above refer to the full screens.
